Pin1 inh – blocks the human prolyl isomerase Pin1. Q13526. Pin1 FP peptide displacement, HiFluor488, 10 min. Potency, µM (highest dose often 115 µM), for inactives: at the top dose activity, negative = inhibition, hits mostly inhibitors. actives 0.009% (n = 390,000); active = well fitted inhibition curve with a large enough effect in the polarisation, with a control signal flat, not every such curve was filed as active; inconclusive = small, poorly fitted or top-dose-only effect, or effect the other way, or a change in a side signal; inactive = no such curve, though single readings can be large or run the other way; the % refers to the polarisation; also: % is scaled to controls: 0 for no effect and ±100 for the full control effect
BAZ2B block – inhibitors of human BAZ2B bromodomain; Q9UIF8; AlphaScreen BAZ2B-H3K14Ac peptide displacement; Potency, µM (top dose mostly 114 µM), inactives show at the top dose activity change, negative = inhibition, actives largely listed as inhibitors; actives 4.4% (n = 360,000); also: % is scaled to controls: 0 for no effect and ±100 for the full control effect; nearly all actives have a fitted effect of over 60% in size
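In this displacement format the biotinylated H3(5-23) peptide acetylated at Lys14 serves as ligand at 50 nM, with BAZ2B at 50 nM in PBS pH 7.4 containing 0.01% Tween-20. Donor and acceptor beads are 10 ug/mL final.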
PGK inhibitor – T. brucei PGK inhibition. P07378. PGK/GAPDH coupled, Kinase-Glo luminescence, 60 min. Potency, µM (highest dose often 57.5 µM), for the others: at the top dose activity change, negative = inhibition, actives largely listed as inhibitors. actives 0.043% (n = 380,000). AID 602233; also: % is scaled to controls: 0 for no effect and ±100 for the full control effect; nearly all actives have a fitted effect of over 60% in size
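Luminescent ATP detection (Kinase-Glo Plus) follows a 60-minute room-temperature incubation, with wells lacking PGK as controls. Buffer: 100 mM TEA (pH 7.6), 5 mM MgCl2, 0.01% Tween-20. Coupling enzyme GAPDH (100 nM final) supplies unstable 1,3-BPG in-well.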
POLI inh – DNA polymerase iota (human) inhibition; Q9UNA4; Pol iota fluorescent replication assay, 10 min; Potency, µM (series often up to 115 µM), for inactives: at the highest dose activity, negative = inhibition, usual class: inhibitors; actives 1% (n = 390,000)
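Fluorescent replication assay read twice, at 0 min and 10 min after adding 50 nM (final) substrate. Enzyme (10 nM) and compounds were first incubated 15 min at room temperature; enzyme-free buffer wells were negative controls.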
HP1b chromo inh – HP1-beta chromodomain-methylated histone interaction inhibition; P83916; Potency, µM (series often up to 114 µM), inactives show at the highest dose activity change, negative = inhibition, most hits filed as inhibitors; actives 0.56% (n = 390,000); AlphaScreen HP1-beta / biotin-H3K9me3 peptide binding; also: nearly all actives have a fitted effect of over 70% in size; inactives centre near 23
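HP1-beta protein (50 nM final) preincubated 30 min at room temperature with biotinylated H3(1-18)K9me3 peptide (50 nM) in PBS pH 7.4, 0.01% Tween-20, then compound added for 30 min. AlphaScreen streptavidin donor/nickel chelate acceptor beads (10 ug/mL final), 30 min dark, luminescence read.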
G9a inh – blocks human histone lysine methyltransferase G9a; AID 504332; G9a H3K9 monomethylation, AlphaScreen, 2 h; actives 8.8% (n = 350,000); Potency, µM (series often up to 102 µM), for inactives: at the top dose activity, negative = inhibition, actives largely listed as inhibitors; also: % is scaled to controls: 0 for no effect and ±100 for the full control effect; nearly all actives have a fitted effect of over 75% in size
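Enzyme 20 nM + cpd, 15 min RT; add b-H3K9 pep 500 nM / SAM 20 uM; 2 h RT; anti-H3K9me1 Ab 0.5 ug/mL + SA donor / anti-rabbit acceptor beads 20 ug/mL each, 10 min; AlphaScreen read.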
JMJD2A Tudor – JMJD2A Tudor domain (human) inhibition; Potency, µM (titrated, usually from 114 µM), for inactives: at the highest dose activity change, negative = inhibition, actives largely listed as inhibitors; O75164; AlphaScreen JMJD2A-Tudor / H3K4me3 peptide binding; actives 4.4% (n = 390,000); AID 504339; also: % is scaled to controls: 0 for no effect and ±100 for the full control effect; nearly all actives have a fitted effect of over 50% in size
Target sequence (O75164 whole entry, looked up, the tested form may be a part): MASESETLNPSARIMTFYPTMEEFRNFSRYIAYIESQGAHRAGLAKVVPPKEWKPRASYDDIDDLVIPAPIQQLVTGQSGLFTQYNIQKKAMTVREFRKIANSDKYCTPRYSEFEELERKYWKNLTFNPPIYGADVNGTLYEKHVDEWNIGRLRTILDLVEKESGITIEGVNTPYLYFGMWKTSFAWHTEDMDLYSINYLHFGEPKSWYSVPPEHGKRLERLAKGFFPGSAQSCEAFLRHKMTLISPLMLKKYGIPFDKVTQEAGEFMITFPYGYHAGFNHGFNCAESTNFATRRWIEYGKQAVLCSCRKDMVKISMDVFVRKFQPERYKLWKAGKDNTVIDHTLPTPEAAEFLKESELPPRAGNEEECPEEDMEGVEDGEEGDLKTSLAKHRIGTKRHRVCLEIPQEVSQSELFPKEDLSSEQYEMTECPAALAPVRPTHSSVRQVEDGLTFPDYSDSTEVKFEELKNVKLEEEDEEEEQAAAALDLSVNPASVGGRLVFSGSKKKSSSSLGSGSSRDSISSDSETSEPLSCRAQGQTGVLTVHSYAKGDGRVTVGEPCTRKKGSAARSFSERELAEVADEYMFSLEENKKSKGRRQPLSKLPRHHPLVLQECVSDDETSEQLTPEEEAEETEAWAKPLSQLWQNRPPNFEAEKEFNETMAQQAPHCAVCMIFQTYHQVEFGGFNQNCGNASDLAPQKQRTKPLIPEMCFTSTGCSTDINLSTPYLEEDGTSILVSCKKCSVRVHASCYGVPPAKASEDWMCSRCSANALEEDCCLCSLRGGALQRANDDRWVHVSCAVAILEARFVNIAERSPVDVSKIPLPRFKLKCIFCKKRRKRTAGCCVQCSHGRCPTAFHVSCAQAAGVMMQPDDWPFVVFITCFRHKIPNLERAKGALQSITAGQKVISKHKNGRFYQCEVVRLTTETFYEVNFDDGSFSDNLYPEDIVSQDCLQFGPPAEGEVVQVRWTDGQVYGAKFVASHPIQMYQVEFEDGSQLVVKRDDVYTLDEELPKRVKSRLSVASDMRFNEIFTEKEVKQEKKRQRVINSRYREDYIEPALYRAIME
GLS inhibitor – glutaminase GLS (human) inhibition; O94925; GLS enzymatic activity, qHTS titration; Potency, µM (series often up to 45.5 µM), for the others: at the top dose activity change, negative = inhibition, actives largely listed as inhibitors; actives 0.21% (n = 410,000); AID 624170; also: % is scaled to controls: 0 for no effect and ±100 for the full control effect
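hKGA in 45 mM KH2PO4 pH 8.2, 0.02% Tween-20 with pin-transferred compounds; 1 mM L-glutamine (stock) plus glutamate oxidase/HRP/Amplex Red coupling added. Fluorescence read initially and after 30 min at RT.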
BLM inh – blocks DNA unwinding by human BLM helicase; P54132; recombinant BLM DNA unwinding, fluorescence dequenching; Potency, µM (titrated, usually from 56.1 µM), for the others: at the top dose activity change, negative = inhibition, actives largely listed as inhibitors; actives 0.2% (n = 350,000); AID 2528;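 also: plate controls were vehicle for no effect and no enzyme for full effect; nearly all actives have a fitted effect of over 35% in size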
Active calls of the source: *; i = inactive; ? = inconclusive; . = no result given; [ ] = dose if it differs, or a comment. Unless noted, calls follow the shape of the dose curve; as a rule, active = well fitted curve in the direction sought with a large enough effect; inconclusive = small, poorly fitted or top-dose-only effect, or another doubt; inactive = no such curve, though single readings can be large; an effect the other way counts as inactive or inconclusive. Potency is read from the fitted curve at half-maximal effect. The list is partial. The share of hits here may be higher or lower than overall.

molecule	JMJD2A Tudor	Pin1 inh	GLS inhibitor	PGK inhibitor	BAZ2B block	G9a inh	POLI inh	HP1b chromo inh	BLM inh
Cc1nc2ccccc2c(=O)n1/N=C/c1ccc2ccccc2c1O	?	81%[activator]	-2%	i	?	28µM*	?	12%	-1%
Cc1cc(NC(=O)c2cccc(S(=O)(=O)Nc3cccc(C(=O)O)c3)c2)no1	-3%	0%	-13%	-7%	-4%	?	104%[activator]	36%	-8%
Cc1csc(NC(=O)c2ccc(C)s2)n1	-28%	8%	7%	7%	.	.	63%[activator]	-8%	.
COc1ccccc1CN1C[C@@H]2C[C@@H](c3cccc(C)n3)N3CCC[C@@]23C1=O	-11%	1%	1%	-2%	-13%	.	51%[activator]	-15%	-2%
CN(CC(=O)NNC(=O)CNC(=O)c1ccccc1F)S(=O)(=O)c1ccc(Cl)cc1	-6%	1%	11%	2%	-3%	16%[12.7 µM]	3%	23%	.
O=C(Cn1cnc2ccccc2c1=O)c1ccccc1	-1%	2%	-6%	-8%	5%	6%[59 µM]	-1%	37%	2%
O=C(NCCCN1CCCC1)c1ccc(CS(=O)(=O)c2c(Cl)cccc2Cl)o1	-21%	2%	14%	i	?	.	-14%	11%	5%
COc1cccc(NC(=O)CSc2nc(=O)n(Cc3ccco3)c3c2CCC3)c1	-3%	?	-3%	10%	-26%	-34%[59 µM]	15%	12%	-2%
O=C1NCCCN1Cc1ccc(Cl)cc1	-2%	3%	7%	5%	0%	1%	100%[activator]	25%	-4%
O=C(Cc1cccc(NC(=O)C2CCCN(C(=O)C3CCCCC3)C2)c1)Nc1cccc(C(=O)N2CCOCC2)c1 (stereo unspecified)	-5%	5%	0%	0%	.	.	20%	43%[activator]	.
COc1ccc(C(=O)Nc2cccc(C(=O)N/N=C/c3ccc(OC)cc3OC)c2)cc1	-22%	7%	-4%	-9%	-20%	7%	36%[activator]	26%	-4%
O=C(O)CCN1C(=O)/C(=C/c2cn(-c3ccccc3)nc2-c2cccs2)SC1=S	22µM*	?	14%	?	-12%	-10%	32µM*	?	-6%
CC(C)CN(/C=N/c1sc2c(c1C#N)CCCCC2)CC(C)C	4%	0%	-1%	6%	5%	16%[12.7 µM]	-8%	42%[activator]	-5%
COc1ccc(NC(=O)Nc2ccc3c(c2)C(=O)N([C@H](C)CO)C[C@H](C)[C@@H](CN(C)S(C)(=O)=O)O3)cc1	-2%	-3%	5%	0%	.	.	-5%	33%	.
O=C(COc1ccccc1)Nc1ccc2c(c1)nc1n2CCOC1	-12%	-2%	-1%	i	2%	2%	4%	46%	-1%
COc1cccc(NC(=O)c2ccc3nc(CCc4ccccc4)oc3c2)c1	-3%	15%	-11%	i	1%	-23%[59 µM]	0%	34%[57 µM]	-1%
CCc1ccc(C2Sc3ccccc3NC3=C2C(=O)c2ccccc23)cc1 (stereo unspecified)	25µM*	3%	0%	-4%	.	10µM*	-4%	?	-11%
COc1ccc(C(=O)c2cccc(C(=O)c3ccc(OC)c(C)c3)c2)cc1C	3%	1%	4%	i	0%	-8%	29%	49%[activator]	-5%
CCN(CC)S(=O)(=O)c1ccc(C(=O)Nc2nnc(C(C)C)s2)cc1	-29%	1%	2%	-1%	-5%	35µM*	-13%	25%	-3%
N/C(=N\c1nc2c(c(=O)[nH]1)CCC2)Nc1cccc2ccccc12	-12%	-1%	-8%	i	-5%	?	9%	25%	-1%
CCN(c1ccccc1)S(=O)(=O)c1ccc(C(=O)Nc2ccc(C)cn2)cc1	-2%	9%	1%	-6%	12%	-4%	47%[activator]	30%[activator]	.
CC1=C/C(=C(\c2ccc(O)c(C)c2)c2ccccc2S(=O)(=O)O)C=CC1=O	-3%	?	5%	-10%	-30%	-3%	40%[activator]	12%	-3%
CCN(CC)c1ccc(C2C3CCCCC3(O)CCN2C(=O)c2cccs2)cc1 (stereo unspecified)	?	-3%	29%	1%	?	50µM*	2%	-29%	-6%
COc1ccc(C)cc1NC(=O)C1CCN(S(=O)(=O)c2ccccc2)CC1	-2%	-1%	1%	1%	-16%	10%	25%	24%	-2%
COc1ccc(-c2ccc3c(c2)S(=O)(=O)c2cccc(C(=O)NCCOc4ccccc4Cl)c2C3=O)cc1OC	?	1%	-3%	1%	.	.	13%	-2%	.
COCCCNC(=O)CCc1nc2cccnc2n1Cc1ccccc1	-18%	-2%	-8%	-4%	2%	-1%[59 µM]	38%[activator]	12%	-1%
Cc1ccc(C)c(NC(=O)c2ccccn2)c1	?	1%	-2%	-8%	19%	11%[12.7 µM]	-10%	13%	-7%
COc1ccc(CCNC(=O)COC(=O)c2ccc(S(=O)(=O)N3CCCC3)cc2)cc1OC	7%	0%	3%	-3%	.	.	28%	15%[57 µM]	.
O=C1CC(c2ccccc2)CC(O)=C1C=NCC1CCCO1 (stereo unspecified)	-9%	-3%	-3%	-7%	-6%	-34%	24%	33%	1%
CCc1nc2oc3ccc(C)cc3c(=O)c2cc1C(=O)OC	1%	6%	0%	-6%	3%	12%	186%[activator]	27%	-1%
CCS(=O)(=O)Nc1c(C)n(C)n(-c2ccccc2)c1=O	2%	-1%	-4%	4%[11.5 µM]	0%	13%	9%	32%	-1%
N#CC(c1ccc(Cl)cc1)c1ncc(C(F)(F)F)cc1Cl (stereo unspecified)	36%[activator]	?	-12%	-8%	6%	110%[activator][59 µM]	-2%	67%[activator]	-6%
CC1CCCC(NC(=O)C2N(CCCN3CCCC3)C(=O)C3C(C(=O)Nc4ccc(Cl)cc4)C4C=CC32O4)C1C (stereo unspecified)	-11%	1%	-6%	-2%	-15%	-1%[12.7 µM]	-16%	-15%	0%
O=C(O)CCCC(=O)NS(=O)(=O)c1ccc(Cl)cc1	-22%	1%	-2%	-16%	7%	?	-3%	80%[activator]	-3%
C=C1CCC(C)C(C)(CCC2=CCOC2=O)C/C=C\C=C/1C(=O)O (stereo unspecified)	-22%	-6%	-8%	-2%	1%	-12%[59 µM]	?	23%	-7%
CCc1ccc(N(CC(=O)Nc2ccc(OC)cc2OC)S(C)(=O)=O)cc1	-15%	2%	13%	3%	3%	17%	7%	20%	-3%
O=C(C[C@@H]1C/C=C/CC[C@H](Cc2ccc(F)cc2)C(=O)OCCNC1=O)N[C@H](CO)Cc1ccccc1	-8%	-8%	0%	i	.	.	49%[activator]	33%	.
COc1ccc2oc(C(=O)OCC(=O)N(CCC#N)c3ccccc3)c(C)c2c1	-26%	-4%	1%	-3%	-21%	22%	?	0%	-4%
Cc1cccc(NC(=O)c2sc(Cl)nc2C)c1C	-4%	5%	-5%	-9%	36%	-12%[59 µM]	12%	20%	-2%
CCC(=O)N1CCc2cc(S(=O)(=O)CCC(=O)N3CCN(c4ccc(F)cc4)CC3)ccc21	-10%	-3%	19%	-5%	-21%	18%	-12%	17%	-3%
CC(C)CC(=O)N/C(N)=N/c1nc2ccccc2s1	32%	-2%	-2%	-12%	3%	19%	0%	69%[activator]	-4%
CC1(C)C(=O)C2(CCCCC2)C(=O)OC1c1cccc([N+](=O)[O-])c1 (stereo unspecified)	-3%	-3%	-6%	i	4%	5%[59 µM]	63%[activator]	22%	5%
COc1ccc(Nc2ccc(C(=O)O)cc2[N+](=O)[O-])cc1	-4%	3%	3%	-1%	-30%	2%[59 µM]	-17%	16%	2%
CCOC(=O)c1cc2sc(C)cc2n1CC(=O)N(CC)CC	-17%	4%	11%	0%	0%	30%[59 µM]	6%	11%	-2%
O=C(CSc1nnc(-c2ccccc2)n1C1CCCCC1)N1CCCC1	-6%	-11%	1%	-8%	?	-13%[59 µM]	23%	23%	-2%
Cc1cnc(C(=O)OCC(=O)Nc2sc3c(c2C(N)=O)CCCC3)cn1	-4%	-3%	-7%	13%	7%	21%[12.7 µM]	2%	30%	.
Cc1ccc2c(c1)-c1nc(-c3ccccc3)cc(-c3ccccc3)c1CO2	20%	1%	8%	0%	-10%	-1%[59 µM]	37%	59%[activator]	-5%
CCc1cccc(NC(=O)CSc2ncc3c(n2)-c2ccccc2N(Cc2ccccc2C)S3(=O)=O)c1	-5%	?	6%	i	23%	17%[59 µM]	21%	39%[activator]	-1%
COCCC(=O)N1CCC(Oc2ccc(C(=O)NCc3ccon3)cc2)CC1	-14%	-3%	6%	-4%	1%	.	35%[activator]	15%	-4%
CC1CN(c2nc3ccccn3c(=O)c2/C=C(\C#N)C(N)=O)CC(C)O1 (stereo unspecified)	-6%	-2%	-16%	-4%	4%	-7%	35%[activator]	20%	-1%
COc1ccc(C(=O)OCC(=O)Nc2cc(C)c(C)cc2[N+](=O)[O-])cc1	-26%	-4%	0%	.	-19%	-3%[59 µM]	-17%	27%	-6%
CCOC(=O)CNC(=O)CSc1nnc(-c2ccccc2)c(-c2ccccc2)n1	-8%	0%	-19%	-7%	-30%	8%	46%[activator]	24%	-3%
Cc1ccc(CN2CCC(c3cc(-c4cccs4)n[nH]3)CC2)cc1	-17%[11.4 µM]	-1%	0%	7%	-14%	-32%	106%[activator]	7%	3%
CC(=O)c1c(C)[nH]c(C(=O)Nc2cccnc2)c1C	-5%	1%	-2%	2%	-4%	5%[59 µM]	20%	26%	-3%
Cc1ccc(CCNC(=O)C23CN(Cc4ccccc4)CC2C(c2ccc([N+](=O)[O-])cc2)=NO3)cc1 (stereo unspecified)	?	0%	0%	i	-6%	-14%[59 µM]	?	-19%	4%

2 compounds picked at random from the list so far:
molecule	JMJD2A Tudor	Pin1 inh	GLS inhibitor	PGK inhibitor	BAZ2B block	G9a inh	POLI inh	HP1b chromo inh	BLM inh
CCc1cccc(NC(=O)CSc2ncc3c(n2)-c2ccccc2N(Cc2ccccc2C)S3(=O)=O)c1	-5%	?	6%	i	23%	17%[59 µM]	21%	39%[activator]	-1%
CC1CCCC(NC(=O)C2N(CCCN3CCCC3)C(=O)C3C(C(=O)Nc4ccc(Cl)cc4)C4C=CC32O4)C1C (stereo unspecified)	-11%	1%	-6%	-2%	-15%	-1%[12.7 µM]	-16%	-15%	0%
